# Screens as filed in PubChem BioAssay.
# ARNT TACC3 PPI: disruptors of human ARNT/TACC3 interaction; AlphaScreen His-ARNT PAS-B/GST-TACC3 binding, luminescence; TACC3 fragment carries E629A point mutation; Q9Y6A5; AID 623870; inhibition, % at 9.99 µM; 390,000 compounds, 0.66% hits;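 active means mean inhibition of replicates at least 50% and at least half of replicates each reaching 50%; inconclusive means half or more replicates reach 50% but mean below 50%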;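 further: 0% = complete ARNT plus TACC3 wells and 100% = ARNT alone without TACC3; many hits fall short of the cut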
# EWS-Fli inh: inhibitors of EWS/Fli oncoprotein transcriptional activity | A673 NR0B1-luciferase reporter, viability-normalised | inhibition, % at 12.6 µM | 350,000 compounds, 0.67% hits;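 active means mean inhibition of at least 50% after viability correction, with every replicate also passing that limit; inconclusive means mean reaches 50% but only one of two replicates passes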;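 further: firefly luciferase signal divided by Alamar Blue viability fluorescence both relative to DMSO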
# ERp5 block: inhibitors of human ERp5 | Q15084 | ERp5 insulin aggregation, absorbance 650 nm, 90 min | inhibition, % at 9.99 µM | 350,000 compounds, 0.05% hits | AID 651711;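 active means mean replicate inhibition above about 25%, with every replicate also reaching it, limit read from the data, passing the limit was not always enough; inconclusive means only one of those two criteria met; inactive means neither criterion met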
# Target sequence (Q15084 whole entry, looked up): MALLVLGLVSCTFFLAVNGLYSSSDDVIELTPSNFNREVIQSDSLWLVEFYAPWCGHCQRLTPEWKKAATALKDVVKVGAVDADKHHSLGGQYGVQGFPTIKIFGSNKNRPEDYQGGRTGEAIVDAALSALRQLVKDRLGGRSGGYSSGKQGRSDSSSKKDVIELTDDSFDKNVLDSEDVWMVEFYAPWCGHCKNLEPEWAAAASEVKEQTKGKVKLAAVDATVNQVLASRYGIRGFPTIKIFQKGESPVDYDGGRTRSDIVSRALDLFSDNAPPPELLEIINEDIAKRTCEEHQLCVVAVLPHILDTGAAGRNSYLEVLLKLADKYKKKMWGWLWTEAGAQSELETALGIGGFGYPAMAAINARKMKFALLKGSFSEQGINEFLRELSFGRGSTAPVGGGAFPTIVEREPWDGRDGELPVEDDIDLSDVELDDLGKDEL
# DENV2 CPE: inhibitors of DENV2 cytopathic effect; AID 651640; CPE inhibition, % at 9.99 µM; DENV2-infected cells, cytopathic effect rescue, plate reader; 350,000 compounds, 1.7% hits; in the data active means CPE inhibition above about 20%, passing the limit was not always enough; inconclusive means no clear call, values can overlap the other calls; tested in BHK-21 cells;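 further: 0% = median of neutral control wells and 100% = median of positive control wells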
# GSIS activator: GLuc luminescence reporter in INS-1E cells, primary screen for activators of glucose-dependent secretion of insulin; INS-1E GLuc reporter insulin secretion, 2-3 h; activation, % at 16.6 µM; 370,000 compounds, 0.61% hits;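 active means lowest replicate activation of at least 40%, so every replicate reaches that level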;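 further: 0% = median of neutral control wells and 100% = median of IBMX positive control wells; some compounds called inactive have numbers as strong as hits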
# PAX8 inh HTS: lowers PAX8-driven luciferase in RMG-I cells. RMG-I TPO-luciferase reporter, SteadyGlo, 24 h. inhibition, % at 12.6 µM. 360,000 compounds, 1.2% hits. AID 652154;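 active means mean replicate inhibition at least 60% with every replicate also reaching 60%; inconclusive means only one of the two criteria is met; inactive means mean below 60% and not all replicates reaching 60%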;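 further: luciferase light reporting Pax8 driven TPO promoter activity; plate controls were median of neutral control wells for no effect and mitoxantrone controls for full effect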
# XiGFP reactiv: X-chromosome reactivation activator. activation, % at 7.58 µM. 360,000 compounds, 0.055% hits. XiGFP mouse fibroblasts, % GFP-positive cells imaging, 3 d; cells co-treated with 5-aza-dC sensitizer; scaled so ellipticine positive control = 100%;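 active means mean normalized replicate activation at least 10% and every replicate at or above 10%; inconclusive means only one of the two criteria met; inactive means mean below 10% and not all replicates reach 10%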;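 further: 0% = median of on-plate neutral control wells and 100% = ellipticine 6 µM median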
#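 System: XiGFP fibroblasts, SV40-immortalized. Medium: DMEM plus 5-aza-dC sensitizer. Doses: single point. Timing: 3 d treatment, 15 min room-temperature fixation. Control set: ellipticine 6 µM.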
# CFTR F508del cor: CFTR F508del correction in bronchial cells. activity (quench increase), % at 7.58 µM. CFBE cells, YFP halide quenching; stimulated with forskolin plus potentiator P3; % fluorescence drop versus neutral controls. AID 720511. 350,000 compounds, 0.36% hits;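 active means mean added fluorescence quench of at least 8% versus neutral control, with both replicates also reaching 8%; inconclusive means only one of the mean or replicate conditions met; inactive means mean below 8% and not both replicates reaching 8%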;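 further: cells transiently co-express mutant CFTR-F508del with the halide-sensitive YFP; corrector assay measuring rescue of mutant channel to the surface after 24 h compound exposure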
# Starred values were filed as active, the others as inactive; ? = inconclusive; . = not tested or not shown.
SMILES,ARNT TACC3 PPI,EWS-Fli inh,ERp5 block,DENV2 CPE,GSIS activator,PAX8 inh HTS,XiGFP reactiv,CFTR F508del cor
C[C@@H]1CN([C@H](C)CO)C(=O)Cc2cc(NC(=O)Cc3ccccc3)ccc2O[C@@H]1CN(C)C(=O)NC1CCCCC1,-8,-2,-3,?,0,-1,-1.4,-1.2
CCCN(CC(=O)Nc1ccc(F)c(F)c1F)C(=O)c1cc([N+](=O)[O-])ccc1N1CCOCC1,-8,5,0,4,-37,16,0.0,1.1
Cc1ccc(-c2cc(NC=O)c3ncc(-c4cnn(C)c4)n3c2)cc1,.,56*,6,0,.,35,0.0,.
O=C(C[C@@H]1C[C@H]2c3cc(NC(=O)Nc4ccccc4F)ccc3O[C@H]2[C@H](CO)O1)NCc1cc(F)ccc1F,-6,-40,3,?,13,37,0.0,3.0
CC1CCCCC12NC(=O)N(CC(=O)OCc1ccccc1Cl)C2=O (stereo not drawn),7,-4,2,-2,-10,-4,2.4,0.1
Cc1ccc2nc(SCC(=O)NCc3cccs3)[nH]c2c1,.,-1,2,-4,6,9,0.5,1.1
Cc1ccc(/C=C/S(=O)(=O)NCC(=O)OCC(=O)Nc2ccc(C(=O)N(C)C)cc2)cc1,10,7,7,-7,0,2,-0.1,2.1
CCOC(=O)C1=C(C)c2ccccc2N(S(=O)(=O)C(F)(F)F)C1C(=O)OCC (stereo not drawn),-7,-2,-4,-2,10,-23,0.0,-3.8
Cc1ccc(NC(=O)c2cc(S(=O)(=O)NCCC3=CCCCC3)ccc2F)cc1F,3,.,.,.,-21,9,0.3,.
O=C(NCC(c1ccco1)N1CCCC1)c1cccc(NS(=O)(=O)c2ccc(Br)cc2)c1 (stereo not drawn),4,1,-3,4,-2,0,-0.1,-0.3
CCOc1ccc(S(=O)(=O)N2CCN(C(=O)c3ccc(Cl)c(S(=O)(=O)N4CCOCC4)c3)CC2)cc1,-7,17,1,-4,1,34,0.4,0.5
COc1ccc(Br)cc1CNC(=O)C1CCN(C(=O)N(C)C)CC1,-10,4,6,-1,10,-16,-0.1,5.8
NC(N)=Nc1nc(-c2ccccc2)c2ccccc2n1,18,1,0,-3,-12,20,0.0,0.1
CN(C)c1ccc2c(c1)[C@@H]1C[C@H](CC(=O)N3CCc4ccccc4C3)O[C@H](CO)[C@@H]1O2,7,-11,7,-2,-29,-10,0.0,-1.7
CN1C(=O)c2cc(NC(=O)Nc3ccc(F)cc3)ccc2OC[C@@H]2O[C@@H](CC(=O)NC3CCC3)CC[C@@H]21,2,3,-6,-2,5,50,0.2,0.8
Cc1ccc(C)c(-c2cc(C(=O)NC3CC3)c3ccccc3n2)c1,-19,11,15,-1,14,.,0.0,1.8
COc1ccc(CN(C)C[C@@H]2Oc3ccc(NS(=O)(=O)c4ccc(F)cc4)cc3C(=O)N([C@H](C)CO)C[C@H]2C)cc1,0,7,-3,0,-2,2,-0.1,-0.6
O=C(c1ccccc1F)N1CC2(C1)[C@H](c1ccccc1)[C@@H](CO)N2CC1CCOCC1,.,3,-2,7,13,.,0.0,2.8
CC(C)NC(=O)Nc1ccc2c(c1)C(=O)N([C@@H](C)CO)C[C@@H](C)[C@@H](CN(C)C(=O)c1ccncc1)OCCCC[C@@H](C)O2,-1,.,3,?,7,12,-0.1,0.4
COc1cc(OC)cc(C(=O)NNC(=O)c2nn(C)c(=O)c3ccccc23)c1,1,-7,5,9,10,-10,0.1,2.6
Clc1ccc2c(c1)C1CC2CCN1Cc1ccccc1 (stereo not drawn),19,-3,-4,-1,28,-18,0.0,3.1
O=C(c1[nH]c(C(F)(F)F)nc1-c1ccccc1)N1CCC(Cc2ccccc2)CC1,.,6,-1,?,-46,-2,0.0,-3.0
C[C@@H]1CCCCO[C@@H](CN(C)S(=O)(=O)c2ccc(F)cc2)[C@H](C)CN([C@H](C)CO)C(=O)c2cc(N(C)C)ccc2O1,34,-6,-2,-12,-6,23,0.3,-0.3
O=C(OCc1ccc(Br)cc1)c1cc([N+](=O)[O-])ccc1N1CCOCC1,.,62*,-7,-4,.,21,0.3,8.4*
C[C@H]1CN([C@@H](C)CO)S(=O)(=O)c2ccc(C#CC3(O)CCCC3)cc2O[C@@H]1CN(C)C(=O)c1cccnc1,-7,-5,-5,-2,26,-7,0.3,-0.2
N#Cc1ccc(Oc2nc(C#N)cc(-c3ccccc3)n2)cc1,-5,-10,?,-3,33,3,-0.1,.
Cc1cc(C(=O)OCC(=O)NC2(C#N)CCCCC2)c(C)o1,.,-1,3,-1,4,1,-0.1,-1.0
Cc1cc(C)cc(OCC(=O)OC/C(O)=C(\C#N)c2nc3ccccc3[nH]2)c1,-7,.,.,.,43,-2,0.0,.
CC1CC(C)(C)CC2(C1)NC(=O)N(CC(=O)NCCc1c[nH]c3ccccc13)C2=O (stereo not drawn),-8,.,.,.,-18,-9,0.0,.
COc1cc(/C=C(\C#N)C(=O)c2ccc(O)c(O)c2)cc(I)c1O,51*,1,0,0,.,11,0.0,2.3
Cc1ccc(C23OCCN2CCn2nc4ccccc4c23)cc1 (stereo not drawn),-6,-10,2,74*,6,-108,-0.2,3.5
COc1ccc(NC(=O)CN(C)C(=O)c2ccccc2SCC(=O)N2CCCC2)cc1,4,-5,7,13,21,-13,0.0,1.9
Cc1nc(SCc2nc3ccc(C(=O)c4ccccc4)cc3[nH]2)c2oc3ccccc3c2n1,-4,-1,6,-2,6,-12,-0.3,1.3
NC1=NS(=O)(=O)NC1c1cccc(F)c1 (stereo not drawn),3,4,-2,4,20,-10,0.1,-4.0
O=C(NCCCn1ccnc1)c1ccc(Cl)c(S(=O)(=O)N2CCOCC2)c1,-3,-8,6,5,7,.,.,1.2
O=C(c1ccc(N2CCN(C(=O)c3cccc(F)c3)CC2)cc1)c1cccc(F)c1,-5,.,2,-2,-43,.,0.4,0.9
Cc1ccc2[nH]c(CCN(C)C)c(CN3CCOCC3)c2c1,5,9,3,10,9,3,0.2,-1.9
CCCNC(=O)N1CC2(CCN(C(=O)c3ccncc3)CC2)c2c([nH]c3cc(OC)ccc23)[C@H]1CO,.,-7,1,-9,-9,.,0.2,-3.7
Cc1ccccc1OCC(O)CN(Cc1ccccc1O)C1CCCCC1 (stereo not drawn),0,15,-1,1,-47,2,0.0,4.9
O=C(c1cc(COc2ccc(F)cc2Cl)on1)N1CCCCCCC1,-7,.,-1,-4,-38,-34,0.0,1.1
CCCNC(=O)COc1ccc(S(=O)(=O)Nc2ccc(C)cc2)cc1,-16,21,7,3,-9,.,.,-3.1
Cn1c(=O)n(Cc2ccc(Br)cc2)c2ccccc21,-5,8,-4,-5,-10,19,0.4,0.3
C[C@@H]1CN([C@H](C)CO)C(=O)c2cc(NS(=O)(=O)c3ccc(Cl)cc3)ccc2O[C@H]1CN(C)Cc1ccc(C(=O)Nc2ccccc2N)cc1,.,33,-6,6,2,20,-0.8,0.2
COc1ccc(C=C(C#N)C(=O)c2ccccc2)cc1,.,5,-3,-1,-6,-12,0.0,-3.8
O=C(N[C@@H](Cc1cccnc1)C(=O)N1CCC[C@H]1C(=O)NCCc1ccccc1Cl)c1cccs1,.,-5,4,-2,-6,9,0.1,-2.5
O=C1CSC(c2cccc([N+](=O)[O-])c2)N1CCc1ccccc1 (stereo not drawn),4,5,-2,2,-9,25,0.1,-2.2
O=C(O)CN1C(=O)/C(=C\c2cc(Br)ccc2OCc2ccc(Cl)cc2)SC1=S,-1,-9,3,?,.,-85,0.2,0.3
Cc1ccc(NC(=O)c2ccc(C)c(NC3=NC4CS(=O)(=O)CC4S3)c2)cc1C (stereo not drawn),5,-6,3,-5,-11,1,0.0,-1.5
Cc1ccc(S(=O)(=O)NCC[C@@H]2CC[C@@H](NC(=O)CCN3CCCCC3)[C@@H](CO)O2)cc1,-8,-1,-2,-6,-4,-12,0.2,-2.3
COc1ccc2c(C)cc(=O)oc2c1OCC(O)CN1CCOCC1 (stereo not drawn),.,2,1,-7,6,-15,0.1,-0.1
CCCC#Cc1ccc([C@@H]2[C@H]3CN(S(=O)(=O)CC)CCCCN3[C@H]2CO)cc1,0,.,-5,1,-18,7,0.1,-2.0
O=C(c1ccc([N+](=O)[O-])cc1)N1CCSC1c1ccc(Cl)cc1 (stereo not drawn),4,0,-8,-3,5,5,0.0,3.6
Cc1ccc(Nc2nc(NCC3CCCO3)nc(N)c2[N+](=O)[O-])cc1 (stereo not drawn),-4,.,.,.,81*,8,0.3,.
O=C(Nc1ccc2c(c1)OCO2)c1cc(-c2cccnc2)nc2ccccc12,2,2,1,-1,-15,8,0.0,1.3
CN1CCN(C(=O)C[C@H]2CC[C@@H]3[C@H](COC[C@@H](O)CN3CC3CCCCC3)O2)CC1,5,1,0,-2,7,-1,0.1,-0.8
CC(C)c1nc2sc3c(=S)nc[nH]c3c2c2c1CCC2,11,20,-1,0,-3,5,3.3,1.3
Cc1cccc(CN(C)C[C@@H]2OCc3cn(nn3)CCCC(=O)N([C@@H](C)CO)C[C@H]2C)c1,.,-3,.,16,-8,.,-0.3,-3.3
C/C(N)=C(/C#N)C(=O)CSc1nnc(-c2ccc3c(c2)OCO3)o1,-6,44,-3,2,-12,.,.,-2.2
CC(C)(C)NC(=O)C(c1ccc(F)cc1)N(CC1CCCO1)C(=O)CCC(=O)Nc1ccccn1 (stereo not drawn),-4,1,3,1,11,16,0.2,-2.2
Cc1ccc(S(=O)(=O)N(C)C[C@H]2Oc3ccc(NC(=O)CCCCCC(=O)Nc4ccccc4N)cc3C(=O)N([C@H](C)CO)C[C@H]2C)cc1,.,-16,-1,-13,-6,29,-0.5,-0.4
# Next section
SMILES,ARNT TACC3 PPI,EWS-Fli inh,ERp5 block,DENV2 CPE,GSIS activator,PAX8 inh HTS,XiGFP reactiv,CFTR F508del cor
C[C@H]1CN([C@@H](C)CO)C(=O)c2cc(NS(=O)(=O)c3cn(C)cn3)ccc2O[C@H]1CN(C)S(=O)(=O)c1ccc(F)cc1,-3,-3,3,3,12,.,0.1,0.2
COc1ccccc1OP(=O)(O)Oc1ccccc1OC,-4,5,-7,12,-3,-2,0.0,-1.1
O=C(CC1Sc2ncnn2C1=O)Nc1ccc(Cl)cc1 (stereo not drawn),.,-1,2,-3,2,-2,0.0,-2.3
COc1ccc(NC(=O)Nc2cccc3c2O[C@H](CN(C)Cc2ccc(-c4ccccc4)cc2)[C@H](C)CN([C@H](C)CO)C3=O)cc1,-3,3,-3,-3,-15,.,-1.1,-1.6
COc1ccc(CCN(C(=O)C(F)(F)F)C(C(=O)NC2CCCCC2)c2cccs2)cc1 (stereo not drawn),.,-9,2,-2,12,11,0.0,-1.1
C[C@@H]1CN([C@H](C)CO)C(=O)c2cc(NS(C)(=O)=O)ccc2O[C@H]1CN(C)C(=O)Nc1ccc(F)cc1,-6,13,5,12,8,-8,-0.2,0.4

# Another view of two compounds above:
structure	ARNT TACC3 PPI	EWS-Fli inh	ERp5 block	DENV2 CPE	GSIS activator	PAX8 inh HTS	XiGFP reactiv	CFTR F508del cor
COc1ccc(NC(=O)Nc2cccc3c2O[C@H](CN(C)Cc2ccc(-c4ccccc4)cc2)[C@H](C)CN([C@H](C)CO)C3=O)cc1	-3	3	-3	-3	-15	.	-1.1	-1.6
COc1ccc(CCN(C(=O)C(F)(F)F)C(C(=O)NC2CCCCC2)c2cccs2)cc1 (stereo not drawn)	.	-9	2	-2	12	11	0.0	-1.1
